aSyn tox rescue: rescues yeast growth from alpha-synuclein toxicity; Potency, µM (titrated, usually from 46.1 µM), for the others: at the top dose growth rescue (activation), actives largely listed as activators; 0.02% of 94,000 active; S. cerevisiae alpha-synuclein toxicity rescue, BacTiter-Glo growth, 24 h; AID 1347070; active means well fitted activation curve with a large enough effect; further: 0% is about no effect
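Growth restoration measured by BacTiter-Glo luminescence after 24 hr at 30 deg C; alpha-synuclein yeast, raffinose-pregrown to mid-log, were added at OD600=0.02 in galactose medium onto pinned compounds.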
Starred values were filed as active, the others as inactive; & = joins results of further samples. Potency means the concentration at half of the fitted maximal effect.

SMILES	aSyn tox rescue
Cc1ccc(C)c(OCCC(=O)OCC(=O)NC2CCS(=O)(=O)C2)c1 (stereo not given)	10%
CCC(C)NCCCOc1ccc(C)cc1OC (stereo not given)	-6%
CCCn1c2ccccc2c2cnn(CC(=O)NCCCN(CC)c3ccccc3)c(=O)c21	0%
COc1ccc(NC(=O)C2=CC(c3cccs3)=NS(=O)(=O)N2C)cc1	0%&-5%
CCOc1ccc(C(CC(=O)Nc2ccc(C(=O)OC)cc2)N2Cc3ccccc3C2=O)cc1OC (stereo not given)	9%
COc1ccc(N2Cc3cccc(C(=O)NC(C)CCc4ccco4)c3C2=O)cc1 (stereo not given)	3%
CCOc1cc(C(=O)Nc2cccc(-c3nc4ccccc4o3)c2)cc(OCC)c1OCC	9%
CCOC(=O)C1=C(O)/C(=C\c2cc(C)n(-c3ccccc3F)c2C)N=C1C	3%
COC(=O)c1c(C(=O)OC)c2c(-c3ccccc3)cc3cccc1n32	20%
COc1ccc(C(=O)OCc2ccccc2C#N)cc1S(=O)(=O)N1CCOCC1	4%
COc1cc(OC)cc(-c2cc3nc(C)c(CCC(=O)Nc4ccccc4OC)c(C)n3n2)c1	3%
Cc1cccc(NC(=O)Nc2cccs2)c1C	-1%
CC1CC(C)CN(S(=O)(=O)c2ccc(NN)nc2)C1 (stereo not given)	0%
O=C1N/C(=N\c2ccccn2)SC1Cc1ccc(Cl)cc1 (stereo not given)	-8%
COc1cccc(S(=O)(=O)N(C)C[C@H]2Oc3cc(Br)ccc3S(=O)(=O)N([C@@H](C)CO)C[C@H]2C)c1	5%
Cc1ccc(CNC(=O)c2ccc3c(c2)CCN3S(=O)(=O)c2ccccc2)cc1	3%
COC(=O)C[n+]1cccc2ccccc21	-12%
Cc1ccc(-c2nc3ncccc3o2)cc1NC(=O)COc1ccc(C(C)C)cc1	-20%
CN(Cc1ccccc1)C(=O)CN1C(=O)NC2(CCCc3sccc32)C1=O (stereo not given)	-5%
CCOc1ccc(-c2c(C)nn3c(-c4ccccc4)c(C(=O)NCCOC)cnc23)cc1OCC	-8%
Cc1cccc(NC(=O)C(=O)NCC(c2ccc3c(c2)OCO3)N2CCN(C)CC2)c1C (stereo not given)	4%
Cn1nc(C(C)(C)C)c([N+](=O)[O-])c1C(=O)Nc1ccccc1	-2%
Cn1c(=O)c2c(nc(N/N=C/c3cccnc3)n2Cc2ccc(F)cc2)n(C)c1=O	-3%
Cc1ccc(S(=O)(=O)N2CCCCC2)cc1NC(=O)CSc1nnnn1C	-6%
COc1ccc(Cl)cc1NC(=O)NCCc1c(C)nn(C)c1C	7%

A second format for four compounds above.
Cn1c(=O)c2c(nc(N/N=C/c3cccnc3)n2Cc2ccc(F)cc2)n(C)c1=O
  aSyn tox rescue = -3%

CCOC(=O)C1=C(O)/C(=C\c2cc(C)n(-c3ccccc3F)c2C)N=C1C
  aSyn tox rescue = 3%

COc1ccc(N2Cc3cccc(C(=O)NC(C)CCc4ccco4)c3C2=O)cc1 (stereo not given)
  aSyn tox rescue = 3%

Cc1cccc(NC(=O)Nc2cccs2)c1C
  aSyn tox rescue = -1%

More entries follow.
SMILES	aSyn tox rescue
CC(C)(C)NC(=O)C(=O)NNC(=O)c1cccc([N+](=O)[O-])c1	-6%
COc1ccc(OC)c2sc(NC(=O)CCS(=O)(=O)c3ccccc3)nc12	-5%
CCCCC(O)(CCCC)C(=O)NN(C(=O)OC)c1ccccc1	-1%
O=C(c1ccccc1)C1CC1c1ccccc1 (stereo not given)	-18%
COc1ccc(NC(=O)C2CCN(C3=NS(=O)(=O)C(c4ccc(C)c(C)c4)=C3C)CC2)c(OC)c1	0%
COc1ccccc1CSc1nc2n(n1)C(c1ccccc1)C(C(=O)Nc1ccc(C)cc1)=C(C)N2 (stereo not given)	-5%
Nc1nc[nH]c(=O)c1N=Cc1ccccc1	-3%
Cc1ccccc1CNC(=O)c1ccc(Cn2c(SCc3cccc(F)c3)nc3cccnc32)cc1	0%
CS(=O)(=O)N1CCCc2cc(C(=O)Nc3cccc(C(F)(F)F)c3)ccc21	-1%
Cc1ccc(C)c(N2CCN(C(=O)CCc3c(C)nn(-c4ccc(N5CCCC5)nn4)c3C)CC2)c1	0%
CCOc1ccc(NC(=O)/C(C#N)=C\c2ccc(-c3ccc(Cl)cc3)o2)cc1	-1%
Cc1ccc(S(=O)(=O)N2CCOCC2)cc1NC(=O)c1ccncc1	-7%
COc1ccc(CCNC(=O)Cn2nc(C)c3c(C)n(-c4ccc(C)cc4)nc3c2=O)c(OC)c1	2%
c1csc(C2=NNC(=NC3CCCCC3)SC2)c1	-5%
O=C(CSc1cn(CC(=O)N2CCCCC2)c2ccccc12)NCc1ccc(F)cc1	5%
CCOC(=O)c1c(C)oc2ccc(N(C(=O)Oc3ccccc3)S(=O)(=O)c3ccc(CC)cc3)cc12	29%
CCc1ccc2c(CN3CCC(C(=O)OC)CC3)cc(=O)oc2c1	3%
CC1CCCN(C(=O)CN2CCC(c3nc4ccc(Cl)cc4[nH]3)CC2)C1 (stereo not given)	-1%
Cc1nc([N+](=O)[O-])c(Br)n1Cc1ccc(Cl)c(Cl)c1	-11%
Cc1cc(C)c(NC(=O)CN2C(=O)C3(SCC(=O)N3c3ccc(F)cc3)c3ccccc32)c(C)c1 (stereo not given)	0%
CCOc1ccc(NS(=O)(=O)c2ccc(C(=O)NCC(c3cccs3)N3CCOCC3)cc2)cc1 (stereo not given)	-7%
CC1=Nc2cc(C(=O)NCCc3ccc(Cl)cc3)ccc2Sc2c(C)ccc(C)c21	-5%
O=[N+]([O-])c1ccc2c(c1)C(O)n1nc(-c3ccccc3)nc1S2 (stereo not given)	0%
CCOC(=O)c1c(Nc2ccc(OCC)cc2)nnc(-c2ccccc2)c1-c1ccccc1	-9%
CC(=O)Nc1ccc(C(=O)NCC(=O)OCc2c(F)cccc2Cl)cc1	12%

Some values from the list.
Cc1cc(C)c(NC(=O)CN2C(=O)C3(SCC(=O)N3c3ccc(F)cc3)c3ccccc32)c(C)c1 (stereo not given) in aSyn tox rescue = 0%
CCc1ccc2c(CN3CCC(C(=O)OC)CC3)cc(=O)oc2c1 in aSyn tox rescue = 3%

A second format for part of the listing above.
O=C(c1ccccc1)C1CC1c1ccccc1 (stereo not given)
  aSyn tox rescue: -18%
COc1ccc(NC(=O)C2CCN(C3=NS(=O)(=O)C(c4ccc(C)c(C)c4)=C3C)CC2)c(OC)c1
  aSyn tox rescue: 0%
COc1ccccc1CSc1nc2n(n1)C(c1ccccc1)C(C(=O)Nc1ccc(C)cc1)=C(C)N2 (stereo not given)
  aSyn tox rescue: -5%
Nc1nc[nH]c(=O)c1N=Cc1ccccc1
  aSyn tox rescue: -3%

The results go on.
SMILES	aSyn tox rescue
O=C(/C(=C/O)N=Nc1ccccc1)c1cccs1	0%
Cc1ccc(CNC(=O)c2nn(C)c3c2CSc2ccc(C)cc2-3)cc1	1%
Cc1cccc(CN2CCC(CNC(=O)Nc3ccccc3F)CC2)c1	-5%
CCN1CCN(C(c2cccs2)C(C)NC(=S)NC2CCCCC2)CC1 (stereo not given)	-1%
COc1cc(/C=N/NC(=O)c2cccc(N3CCCC3=O)c2)ccc1O	-10%
Cc1cccc(C(=O)N/C(=C\c2ccc(C)o2)C(=O)O)c1	5%
O=C(CCNC(=O)c1ccc(Cl)cc1)Nc1ccc(S(=O)(=O)N2CCCCC2)cc1	4%
Cc1c(NS(=O)(=O)c2cc(C(=O)NCCc3ccc(F)cc3)cc(Cl)c2Cl)c(=O)n(-c2ccccc2)n1C	-5%
Cc1oc2ccc(O)c(CN3CCC(C)CC3)c2c1C(=O)Nc1ccccc1	5%
Cc1ccc(NC(=O)c2cc(S(=O)(=O)N3CCC(C)CC3)cn2C)cc1Cl	-1%
CCOC(=O)/C=C/C(=O)Nc1ccc(S(=O)(=O)Nc2cc(OC)nc(OC)n2)cc1	-3%
CCCc1nn2c(=O)cc(COC(=O)c3ccccc3NC(=O)c3cccs3)nc2s1	-10%
CCCCCCCC1CC(/C(C)=N/NC(N)=O)OC1=O (stereo not given)	5%
Cc1nn2c(NCc3cccnc3)c3c(nc2c1-c1ccccc1)CCC3	-2%
O=C(COC(=O)c1ccc(Cl)nc1)Nc1ncc(Cl)cc1Cl	8%
CC(C)Oc1ccc(CNC(=O)c2ccc3nc(SCc4ccc(F)cc4)n(C)c3c2)cc1	-10%
COc1ccc(-c2c(C)c3ccc(O)c(CN4CCCCC4C)c3oc2=O)cc1OC (stereo not given)	-6%
CC(=O)Nc1ccc(NC(=O)CN2C(=O)CN(C)C(=O)c3ccccc32)cc1	3%
CC(c1ccco1)N(C(=O)c1ccc(Cl)c([N+](=O)[O-])c1)c1ccccn1 (stereo not given)	2%
COc1cc(/C=N/NC(=O)C(=O)NCC2CCCO2)ccc1O (stereo not given)	-9%
CN(c1ccccc1)c1ccc(/C=N/N2CCOCC2)cc1	10%
COc1ccc(C2NC(c3ccc(OC)cc3)C(c3ccccc3)C(=O)C2c2ccccc2)cc1 (stereo not given)	18%
O=C1CC(c2ccc(Cl)cc2)CC(=O)C1CS(=O)(=O)c1ccccc1 (stereo not given)	3%
Cn1c(SCC(=O)Nc2ccc3c(c2)OCCO3)nnc1-c1cccnc1	-1%
CCOC(=O)c1c(Nc2ccc(O)cc2)nnc(-c2ccccc2)c1-c1ccccc1	-3%

(further entries)
SMILES	aSyn tox rescue
O=C(CCC(=O)N(CC(=O)NC1CCCC1)Cc1ccccc1)Nc1nccs1	7%
COc1ccc(CC(=O)OCC(=O)Nc2ccc3[nH]c(=O)[nH]c3c2)cc1OC	4%
Cc1nc2sc(C(N)=O)c(N)c2c(-c2ccc(Br)cc2)c1C(=O)Nc1ccc(Cl)cc1	-6%
CCCCN(C(=O)CCC(=O)Nc1cc(C)on1)C(C(=O)NC1CCCC1)c1ccc(F)cc1 (stereo not given)	3%
COc1ccc(-c2cc(C(=O)Oc3ccccc3)c3cc(C)ccc3n2)cc1	18%
Nc1c(C(=O)Nc2ccccc2)sc2nc3c(cc12)CN(Cc1ccccc1)CC3	3%
COc1ccc(NC(=O)Cn2c(=O)n(-c3ccc(OC)cc3)c(=O)c3ccc(C(=O)NCc4ccc(C)cc4)cc32)cc1	-1%
O=S(=O)(NCCSc1ccccn1)c1ccc(Br)cc1	18%
CCOc1nc(NC(=O)NS(=O)(=O)c2ccccc2F)nc(-c2ccccc2)n1	6%
COc1ccc(-n2ncc(C(=O)N3CCN(C4CCCCC4)CC3)c2C2CCN(C(=O)OC(C)(C)C)CC2)cc1	5%
CCN(CC(=O)Nc1c(F)cccc1F)C(=O)/C=C/c1ccc(C)o1	3%
Cc1ccc(-c2cc(C(=O)Nc3c(C(=O)c4ccccc4)oc4ccccc34)no2)cc1F	1%
COc1ccc(S(=O)(=O)N(CCc2ccccc2)CC(=O)Nc2ccc(C)c(C)c2)cc1OC	4%
CN(CC(=O)NCC1CCCO1)S(=O)(=O)c1ccc2ccccc2c1 (stereo not given)	11%
CC(C)(C)OC(=O)NCCCCCNC(=O)c1[nH]cnc1C(=O)Nc1cc(Br)ccc1F	3%
Cc1cc(C)cc(NS(=O)(=O)c2ccc(-n3cccn3)cc2)c1	-2%
C#CCOc1ccc(-c2nnc(Nc3cccc(C)c3)c3ccccc23)cc1	21%
CCS(=O)(=O)c1ncc(N(Cc2cccc(F)c2)Cc2ccco2)c(C(=O)Nc2ccccc2Cl)n1	8%
Cc1ccc(NC(=O)C(C)S)cc1 (stereo not given)	-3%
CCCN(C(=O)NCc1noc2ccc(C)cc12)c1ccc(Cl)c(Cl)c1	19%
Nc1c(-c2nc(-c3ccc(Cl)cc3)no2)nnn1-c1ccc(C(F)(F)F)c(Cl)c1	2%
Cn1c(SCC(=O)Nc2nc3ccccc3s2)ncc(C(=O)Nc2ccc(F)cc2)c1=O	2%
CC(C#N)Sc1nnc(-c2ccccc2F)n1C1CC1 (stereo not given)	-6%
CSc1nnc(-c2ccccc2SC)o1	13%
COc1ccc(NC(=O)c2ccco2)cc1NC(=O)c1ccc(C)c(C)c1	5%

Continuation.
SMILES	aSyn tox rescue
O=C(OCc1ccccc1Cl)C1CC(=O)N(Cc2ccco2)C1 (stereo not given)	-8%
COc1ccc(NC(=O)N(Cc2nnc3n2CCCCC3)c2ccc(OC)c(Cl)c2)cc1	-1%
Cn1c(=O)c2c(nc(NCc3ccccc3)n2Cc2ccccc2Cl)n(C)c1=O	4%
C#CCN(C[C@@H]1[C@@H](OC(=O)NCc2ccc(OC)c(OC)c2)[C@@H](OC(=O)NCc2ccc(OC)c(OC)c2)Cn2c(=O)ccc(=O)n21)S(=O)(=O)c1ccc(C)cc1	11%
Cc1cc(/C=C(\C#N)C(=O)NCc2ccco2)c(C)n1-c1cccnc1	4%
CC(C)c1ccccc1OCC(=O)N(C)CC(=O)Nc1ccc(F)cc1	2%
Cc1csc2nc(CCNS(=O)(=O)c3ccccc3)cn12	1%
Cc1ccc(Cl)cc1N1CCN(C(=O)C2CCCN(S(=O)(=O)c3ccc(Br)s3)C2)CC1 (stereo not given)	-1%
CC(=O)c1ccc(NC(=S)N2CCCCCC2)cc1	6%
Cc1sc2ncn(CC(=O)N3CCN(c4ccccc4)CC3)c(=O)c2c1S(=O)(=O)N1CCOCC1	10%
Cc1ccc(C)c(CN2C(=O)CSc3ccc(C(=O)N4CCCC4)cc32)c1	5%
CCOc1ccccc1NC(=O)c1cnn2c(C(F)F)cc(-c3ccccc3)nc12	-9%

This is a subset, so the mix of outcomes need not match the whole.
